uPA generation = cell surface uPA generation inhibition | Potency, µM (series often up to 38.3 µM), for inactives: at the top dose activity change, negative = inhibition, hits mostly inhibitors | cell surface uPA generation assay, qHTS | 330,000 tested, 0.31% active; active = well fitted inhibition curve with a large enough effect; inconclusive = small, poorly fitted or top-dose-only effect; inactive = no such curve, though single readings can be large or run the other way; tested in mouse RAW 264.7 cells; note: potency is the fitted concentration of half-maximal effect; % is set by controls: 0 for no effect and ±100 for the full control effect; nearly all actives have a fitted effect of over 55% in size
Eya2 inh = blocks the phosphatase activity of human Eya2. 330,000 tested, 0.006% active. recombinant Eya2, OMFP fluorescence dephosphorylation (OMFP is methylfluorescein phosphate). O00167. Potency, µM (top dose mostly 76.9 µM), for the others: at the top dose activity, negative = inhibition, actives largely listed as inhibitors. AID 488837; note: potency is the fitted concentration of half-maximal effect; % is set by controls: 0 for no effect and ±100 for the full control effect
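Eya2 protein (added as 0.2 uM solution) was preincubated with compound for 10 min at ambient temperature in 50 mM HEPES pH 7.5, 50 mM NaCl, 5 uM MgCl2, 0.05% BSA, 1 mM DTT. OMFP (added at 50 uM) then reacted 10 min; fluorescence read at 485/525 nm.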
TCR act = activators of T cell receptors | primary human leukocytes, anti-CD3, IL-2 HTRF, 48 h | Potency, µM (titrated, usually from 9.22 µM), for the others: at the top dose activation of IL-2 secretion, most hits filed as activators | 330,000 tested, under 10 active; note: % of control where 0% means no effect
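TCR engagement came from a-CD3 beads alone, with compounds added to primary human leukocytes for 48 hr. Secreted IL-2 bridged europium cryptate- and d2-labelled anti-IL-2 antibodies, giving FRET emission at 665nm after 320nm excitation.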
USP2a block = blocks human ubiquitin-specific protease USP2a; USP2 core, Ub-CHOP2 coupled fluorogenic reporter, 485/531; 330,000 tested, 0.01% active; AID 463254; Potency, µM (titrated, usually from 38.3 µM), for inactives: top-dose activity change, negative = inhibition, hits mostly inhibitors;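 note: potency is the fitted concentration of half-maximal effect; plate controls were DMSO wells for no effect and full inhibition by NEM control for full effect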
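USP2 core (10nM final) preincubated 30min RT with compound in 20mM Tris-HCl pH 8.0, 2mM CaCl2, 2mM beta-mercaptoethanol, 0.05% CHAPS; 25nM Ub-CHOP2 plus 25nM reporter substrate added, fluorescence (Ex485/Em531) read after 60min.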
B2AR arrestin = recruits beta-arrestin to the human beta2-adrenergic receptor | P07550 | beta-arrestin recruitment to beta2AR, cell-based reporter | Potency, µM (top dose mostly 46.1 µM), inactives show top-dose activation, hits mostly activators | 330,000 tested, 0.02% active;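 note: potency is the fitted concentration of half-maximal effect; 0% = DMSO controls and full agonism = EC100 isoproterenol or metaproterenol; nearly all actives have a fitted effect of over 65% in size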
Target sequence (P07550 whole entry, looked up): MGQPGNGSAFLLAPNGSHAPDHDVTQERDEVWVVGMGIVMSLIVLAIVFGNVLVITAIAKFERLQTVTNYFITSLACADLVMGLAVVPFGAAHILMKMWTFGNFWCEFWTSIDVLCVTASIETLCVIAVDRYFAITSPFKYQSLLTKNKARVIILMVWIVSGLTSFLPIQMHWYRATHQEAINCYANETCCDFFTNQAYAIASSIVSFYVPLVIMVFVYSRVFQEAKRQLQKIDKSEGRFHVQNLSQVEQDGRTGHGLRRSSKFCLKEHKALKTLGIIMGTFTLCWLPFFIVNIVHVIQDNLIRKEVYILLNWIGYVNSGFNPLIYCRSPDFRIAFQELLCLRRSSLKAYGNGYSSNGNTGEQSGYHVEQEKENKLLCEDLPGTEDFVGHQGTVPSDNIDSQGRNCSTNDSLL
TSHR antag = blocks TSH signaling through the human TSH receptor; 330,000 tested, 0.2% active; P16473; TSHR-expressing cells, TSH-stimulated cAMP HTRF, 2 h; stronger effect = lower value; activity change, negative = inhibition, % at 11.5 µM;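 active = activity change below a set negative limit, meaning inhibition stronger than a set level, cut at about -70% in these data; inconclusive = activity change between two set negative limits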; note: % is set by controls: 0 for no effect and ±100 for the full control effect
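TSHR-expressing cells, 200/well, pre-treated with compound, then stimulated with EC80 TSH (4nM final) for 2 hours at 37 deg C. cAMP measured by competitive HTRF: anti-cAMP cryptate antibody in lysis buffer plus cAMP-d2, read after 30 minutes at room temperature.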
Mito fusion act = inhibitors of mitochondrial division or activators of mitochondrial fusion. 320,000 tested, 0.23% active. S. cerevisiae fusion-defective mutant growth rescue, CellTiterGlo 48 h. Potency, µM (titrated, usually from 46.1 µM), inactives show at the highest dose growth rescue (activation), hits mostly activators;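 note: potency is the fitted concentration of half-maximal effect; % of control where 0% means no effect; nearly all actives have a fitted effect of over 45% in size; temperature-sensitive fusion mutants such as fzo1-1 at 37 °C on non-fermentable ethanol glycerol medium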
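Yeast fusion mutant, YPEG (non-fermentable carbon), compound, 48 h at 37C non-permissive; CellTiterGlo added, 10 min RT, luminescence read. Rescued growth = division inhibition.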
BCR signal inh = chronic active BCR signaling inhibition. ABC-DLBCL IkBa-CBG/CBR reporter, luminescence ratio, 4 h. Potency, µM (highest dose often 46.1 µM), for inactives: at the top dose ratio change, negative = lower green/red ratio, actives largely listed as inhibitors. 340,000 tested, 0.05% active. AID 493014; active = well fitted inhibition curve with a large enough effect in the signal ratio, with a control signal flat, not every such curve was filed as active; inconclusive = small, poorly fitted or top-dose-only effect, or effect the other way, or a change in a side signal; the % refers to the signal ratio;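 note: potency is the fitted concentration of half-maximal effect; plate controls were basal doxycycline-induced cells for no effect and cells given 10 µM MG132 for full effect; MG132 reads +100%, hits lower the ratio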
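Cell line TMD8 (human ABC DLBCL), stably expressing tet-inducible CBG68-IkBa fusion and CBR; IMDM/0.5% FBS; cpd up to 46 uM; dox induction, 4 h, 37C/5% CO2; dual luminescence; green/red ratio; MG132 control.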
PTAP TSG101 blk = blocks PTAP/TSG101 interaction to inhibit HIV-1 budding; 340,000 tested, under 10 active; Fluorescence polarization, FITC-PTAP peptide / Tsg101 binding; Potency, µM (top dose mostly 115 µM), without a hit: top-dose activity change, negative = inhibition, usual class: inhibitors; Q99816; AID 493005; active = well fitted inhibition curve with a large enough effect in the main read-out, with a control signal flat, not every such curve was filed as active; inconclusive = small, poorly fitted or top-dose-only effect, or effect the other way, or a change in a side signal; inactive = no such curve, though single readings can be large or run the other way; note: potency is the fitted concentration of half-maximal effect; % of control where 0% means no effect
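Compounds were pin-transferred onto Tsg101 binding domain (10 uM final) in HEPES pH 7.5 buffer, then FITC-PTAP peptide was added at 50 nM final. After 20 min at RT, polarization reported peptide displacement across a qHTS concentration series.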
ELG1 repair inh = inhibitors of ELG1-dependent DNA repair in HEK293T cells. Potency, µM (highest dose often 46.1 µM), inactives show at the top dose activity change, negative = inhibition, most hits filed as inhibitors. 330,000 tested, 2.3% active. HEK293T ELG1-luciferase reporter, luminescence, 16 h; DNA damage induced by 5-fluorouridine; note: potency is the fitted concentration of half-maximal effect; % is set by controls: 0 for no effect and ±100 for the full control effect; nearly all actives have a fitted effect of over 55% in size
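HEK293T cells expressing luciferase-tagged ELG1 (2,000/well) received 5-Fluorouridine plus compound or DMSO for 16 hr at 37 °C. Luciferase was read by ONE-Glo luminescence after 30 min at room temperature.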
Tb PFK inh = inhibitors of T. brucei phosphofructokinase. T. brucei PFK, ADP-Glo luminescence. O15648. Potency, µM (doses to about 57.5 µM), without a hit: at the top dose activity, negative = inhibition, hits mostly inhibitors. 330,000 tested, 0.17% active;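 note: potency is the fitted concentration of half-maximal effect; 0% = uninhibited 1x PFK enzyme wells and -100% = no-enzyme wells; nearly all actives have a fitted effect of over 60% in size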
Target sequence (O15648 whole entry, looked up): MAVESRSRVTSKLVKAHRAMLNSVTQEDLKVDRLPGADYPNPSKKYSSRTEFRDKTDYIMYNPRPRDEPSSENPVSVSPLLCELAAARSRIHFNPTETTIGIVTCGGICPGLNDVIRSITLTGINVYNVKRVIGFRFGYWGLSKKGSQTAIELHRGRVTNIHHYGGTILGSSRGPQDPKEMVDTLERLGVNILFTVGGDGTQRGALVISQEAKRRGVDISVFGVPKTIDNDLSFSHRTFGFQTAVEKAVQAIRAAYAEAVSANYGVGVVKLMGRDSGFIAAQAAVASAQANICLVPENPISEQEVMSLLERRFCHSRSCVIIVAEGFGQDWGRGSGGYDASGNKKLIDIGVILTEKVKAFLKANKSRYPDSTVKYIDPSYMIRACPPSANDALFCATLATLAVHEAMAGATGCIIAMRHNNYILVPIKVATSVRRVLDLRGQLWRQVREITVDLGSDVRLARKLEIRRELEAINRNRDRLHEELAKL
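ADP-Glo luminescence quantified ADP after 45 min at room temperature, with 1.25 nM T. brucei PFK, 0.1 mM ATP and 0.5 mM fructose-6-phosphate in pH 8.0 TEA buffer. qHTS titrations up to 57 µM; curves classified by quality.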
Starred values were filed as active, the others as inactive; ? = inconclusive; / = not tested or not shown; [ ] = remark or other dose. Unless noted, calls come from the whole dose curve; as a rule, active = well fitted curve in the direction sought with a large enough effect; inconclusive = small, poorly fitted or top-dose-only effect, or another doubt; inactive = no such curve, though single readings can be large; an effect the other way counts as inactive or inconclusive.

SMILES | uPA generation | Eya2 inh | TCR act | USP2a block | B2AR arrestin | TSHR antag | Mito fusion act | BCR signal inh | PTAP TSG101 blk | ELG1 repair inh | Tb PFK inh
CCOC(=O)c1cc(NC(=O)CN2CCCC2)cc(C(=O)OCC)c1 | 0% | 11% | 1% | 1% | -0.6% | 0 | -4% | 2% | -4% | -2% | 2%
Cc1ccc(NC(=O)CN(C)C(=O)COc2c(Cl)cc(Cl)c3ccc(C)nc23)cc1 | 20% | 1% | -4%[46.1 µM] | -3% | 0.1% | 10 | -8% | 0% | 1% | 11% | -1%
COc1ccccc1Nc1nc(N)nc(CSc2nccc(C)n2)n1 | -2% | -2% | / | 1% | 0.1% | 16 | -1% | ? | -12% | ? | 5%
COc1cc(/C=N/NC(=O)c2cc(C3CC3)[nH]n2)ccc1O | ? | -14% | -13% | -1% | -0.7% | -7 | 0% | ? | 0% | 4% | 1%
COc1ccc(S(=O)(=O)N2CCCCC2)cc1NS(=O)(=O)c1ccc(CNC(C)=O)cc1 | 0% | 3% | -8%[46.1 µM] | 0% | -1.3% | 32 | / | 1% | -5% | 15% | 0%
Cc1ccc(S(=O)(=O)Nc2c(C)ccc3nsnc23)cc1 | 0% | -2% | 8%[46.1 µM] | -6% | -0.6% | -2 | 3% | -6% | -10% | -1% | 0%
Cc1occc1-c1nnc(SCC(=O)Nc2ccccc2N2CCCCC2)n1C | -5% | -6% | -1% | -1% | -0.8% | 5 | 14% | -1% | -3% | ? | 2%
O=C(Cn1cnc2ccccc2c1=O)Nc1ccc2c(c1)CCC2 | / | 21% | 0% | 1% | 0.3% | 7 | -2% | 7% | 0% | 19% | 1%
CC(=O)N/N=C(\C)CC(=O)Nc1ccc2c(c1)OCCO2 | -1% | -1% | 2% | -1% | -0.2% | -4 | -9% | 0% | -4% | 0% | 6%
COc1cccc(OCc2nn[nH]n2)c1 | -1% | -6% | -13% | 1% | -0.1% | 0 | -1% | -3% | -2% | 1% | 1%
O=C(NNC(=O)C1CCC1)c1ccc(Br)cc1 | 2% | 19% | -5% | 1% | -0.1% | -2 | -3% | 1% | -3% | 11% | -10%
CC1CCCCN1S(=O)(=O)CCNC(=O)c1ccccc1 (configuration not stated) | -3% | 3% | -12% | 0% | -1.4% | -9 | -2% | 12% | -4% | 10% | -6%
CCc1nc(SCc2ccc(F)cc2)n[nH]1 | 1% | -12% | -4% | 3% | -0.1% | 4 | 3% | 0% | -1% | 0% | -1%
Cc1nn(C)c(C)c1NC(=O)CCl | 0% | 1% | 16% | 0% | -1.1% | -2 | 2% | -2% | -6% | ? | 0%
CCN(CC)C(=O)c1ccc(-c2nnc(Nc3ccc(O)cc3)c3ccccc23)cc1 | 20% | -10% | -1% | -3% | -1.0% | -5 | 1% | 0% | -6% | ? | -1%
Cc1nnc(NC(=O)c2cccc(NC(=O)C(C)C)c2)s1 | -1% | -7% | 3% | 2% | -0.5% | 5 | 2% | 9% | 0% | ? | 2%
Cc1ccccc1-n1c(C)nnc1SCc1cc(=O)oc2ccc3ccccc3c12 | 4% | -7% | -4%[46.1 µM] | 1% | -0.6% | 13 | 11% | 3% | -2% | -17% | 4%
COc1ccc(C(=O)Nn2cnnc2)c(OC)c1 | -3% | 31% | 1% | 5% | -1.1% | 16 | 0% | 19% | -6% | 5% | 4%
O=[N+]([O-])c1ccc(SCCO)nc1SCCO | 1% | 15% | -1% | -1% | 0.0% | 32 | -2% | ? | 2% | 0% | -6%
COc1ccc2nc(SCC(N)=O)[nH]c2c1 | 1% | -9% | -3% | 0% | 0.1% | -1 | -4% | 2% | -6% | 19% | 2%
O=C(Nc1ccc2c(c1)OCO2)C1CC(c2ccccc2Cl)=NO1 (configuration not stated) | 6% | -6% | -1% | 2% | -0.7% | 2 | 0% | -7% | -8% | 19% | 20%
O=C(Nc1ccc(Cl)c(S(=O)(=O)N2CCOCC2)c1)c1cc2ccccc2oc1=O | -4% | -17% | -2% | 1% | 1.9% | 1 | / | ? | -4% | ? | 0%
CCOc1cccc(C(=O)Nc2cccc(-c3nnc(-c4ccc(C)cc4)o3)c2)c1 | 2% | -33% | 2% | 0% | 0.5% | 10 | -5% | -4% | 0% | -3% | 3%
O=C(O)CC1(CC(=O)NCc2ccc(Cl)cc2)CCCCC1 | -1% | 4% | -7% | -1% | 0.1% | 8 | 12% | ? | -2% | -8% | -7%
O=C(CSc1nnnn1C1CCCC1)NCc1cccs1 | -12% | -3% | -5% | 1% | 0.2% | 4 | -3% | 11% | -9% | 4% | 3%
Next section.
SMILES | uPA generation | Eya2 inh | TCR act | USP2a block | B2AR arrestin | TSHR antag | Mito fusion act | BCR signal inh | PTAP TSG101 blk | ELG1 repair inh | Tb PFK inh
COc1cccc2c1OC1(CCN(C(C)C)CC1)N1N=C(c3cccnc3)CC21 (configuration not stated) | -1% | 2% | -7% | -1% | 0.1% | 19 | -8% | 9% | 0% | -4% | -2%
CCOCCCn1c(SCc2nc3sc(C(=O)O)c(C)c3c(=O)[nH]2)nnc1-c1ccc(Cl)cc1 | 2% | 11% | / | 2% | 0.0% | -17 | 21% | 4% | -5% | -4% | 1%
O=C(CCl)Nc1cccc(S(=O)(=O)NC2=NCCC2)c1 | ? | -5% | 5% | 10% | 0.2% | 3 | -2% | ? | -5% | ? | 1%
C/C(CC(=O)Nc1cc(Cl)ccc1Cl)=N\NC(=O)COc1cccc(C)c1 | 3% | 11% | 1% | 2% | -0.2% | 0 | 5% | -16% | -7% | 0% | 1%
CCOC(=O)c1ccc(NC(=O)CSCC(=O)OCC(=O)c2ccccc2)cc1 | -10% | 0% | 1%[46.1 µM] | 2% | -0.6% | -4 | -4% | -3% | -3% | -4% | 6%
CCOc1ccccc1N(CC(=O)NCCc1ccc(OC)c(OC)c1)S(=O)(=O)c1ccccc1 | -4% | 7% | 7% | 0% | -0.6% | 0 | 8% | ? | -3% | -9% | 1%
CCC(C)n1c(=N)c(C#N)cc2c(=O)n3cc(C)ccc3nc21 (configuration not stated) | -10% | 1% | 6% | 10% | -1.7% | 11 | 13% | 6% | -2% | -7% | -2%
CC(C)N(Cc1ccccc1)C(=S)NCCN1CCOCC1 | 0% | 4% | -2% | 1% | 0.2% | 1 | -3% | 5% | -1% | -4% | -5%
CCC1CCCCN1S(=O)(=O)c1ccc(NC(=O)c2cccs2)cc1 (configuration not stated) | -2% | 2% | -5%[46.1 µM] | -1% | -0.1% | -18 | 16µM* | ? | -3% | 21µM* | -4%
O=C(CCS(=O)(=O)c1ccc(Br)cc1)NCCc1ccc(Cl)cc1 | -9% | 10% | -1% | 1% | 0.1% | -8 | 2% | -1% | 0% | -3% | -20%
Cc1ccc(CNC(=O)CN2CCC(C(N)=O)CC2)cc1 | -3% | -3% | 0% | 0% | 0.5% | 26 | 11% | 4% | -7% | 16% | 2%
COc1ccccc1N/C(N)=N/c1nc(CSc2ccc(C)cc2)cc(=O)[nH]1 | -8% | -5% | 6% | -1% | 0.0% | -22 | 0% | -9% | -3% | 10µM* | 1%
COc1ccc(-n2c(=O)c3ccccc3n(CC(=O)Nc3ccccc3OC)c2=O)cc1 | 7% | 4% | 3% | 6% | 0.0% | -5 | -2% | -19% | -5% | -6% | -5%
CCn1c(CNC(=O)c2ccco2)nnc1SCC(=O)Nc1cccc(F)c1 | 5% | 6% | -11% | 2% | 0.3% | 9 | -7% | 0% | -5% | -5% | 4%
CCC(=O)Nc1nnc(SCC(=O)Nc2ccc3c(c2)OCO3)s1 | -17% | -14% | 5% | 3% | -0.4% | -1 | 0% | 1% | / | -16% | -3%
CCn1nc(C)c(NC(=O)CCSc2nc(-c3ccco3)cc(C(F)(F)F)n2)c1C | 1% | 1% | 4% | 0% | -0.2% | 28 | 0% | ? | -3% | ? | -8%
Cc1cccn2c(=O)c(/C=C(\C#N)C(N)=O)c(N3CCN(c4ccccc4)CC3)nc12 | -1% | -5% | -1% | -4% | -0.2% | 7 | 17% | 2% | -8% | ? | -1%
CN(C(=O)COc1ccc(-c2nnco2)cc1)C1CCS(=O)(=O)C1 (configuration not stated) | -1% | 3% | -7% | 0% | 0.1% | 7 | 0% | -13% | -1% | 23% | -4%
CC1CCCN(C(=O)C2c3ccccc3C(=O)N3CCc4ccccc4C23)C1 (configuration not stated) | / | 11% | / | 3% | -0.1% | 0 | 0% | -1% | -5% | -11% | -2%

High-throughput results: PubChem, National Center for Advancing Translational Sciences (NCATS)
